Screens as filed in PubChem BioAssay.
NCI-60 one-dose screen, 48 h, at 10 µM unless noted. Numbers give growth in % (100 = growth as untreated, 0 = no growth, -100 = all killed).
KM12 = KM12 colon cancer cells | 82,000 compounds, 5% hits | AID 1794800
HCT-15 = HCT-15 colon cancer; 82,000 compounds, 5.2% hits
SNB-75 = SNB-75 CNS cancer; 79,000 compounds, 5% hits; AID 1794750
HCC-2998 = HCC-2998 colon cancer | 79,000 compounds, 4.7% hits | AID 1794799
SF-295 = SF-295 CNS cancer cells; 79,000 compounds, 5.6% hits
SF-539 = SF-539 CNS cancer. 81,000 compounds, 6.8% hits. AID 1794752
HCT-116 = HCT-116 colon cancer | 82,000 compounds, 7.3% hits | AID 1794798
SNB-19 = SNB-19 CNS cancer cells; AID 1794751; 81,000 compounds, 2.5% hits
SW-620 = SW-620 colon cancer; 82,000 compounds, 5.2% hits; AID 1794795
The depositor's hits bear a star; . = not tested or not shown; & = joins results of further samples. How the source made its calls: active means growth percent below 10; inactive means the rest. Rows are unselected (roughly 11% active in at least one column).

item	compound	SW-620	HCC-2998	HCT-15	SNB-19	SF-295
1	CCCCCN1C=C/C(=C\C(=O)N(C)c2ccc(Br)cc2)c2ccccc21	94.4	101.7	102.4	99.6	99.2
2	C[Se]CC[C@H](N)C(=O)O	104.0	105.8	98.3	109.0	93.9
3	O=S(=O)(/N=c1\c2ccccc2cnn1C1=NCCN1S(=O)(=O)c1ccccc1)c1ccccc1	104.8	102.9	104.1	100.5	97.8
4	CCCC1OC(CCc2ccccc2)OCC1CC (stereo not given)	107.5	106.4	107.1	106.0	105.6
5	CCOC(=O)C1CCN(S(=O)(=O)/N=C2/NC(=O)NC2=C(Cl)Cl)CC1	-63.9*	-10.1*	-72.6*	16.8	17.4
6	O=C(c1ccccc1)c1ccc(Sc2ccc([N+](=O)[O-])cc2)cc1	89.3	.	84.6	91.2	79.8
7	O=C(NCc1ccccc1)c1cccc(N=Cc2c(O)ccc3ccccc23)c1	78.8	103.4	83.4	85.6	90.9
8	Nc1nc2c(ncn2[C@H]2O[C@@H](CO)[C@H](O)[C@@H]2O)c(=O)[nH]1	106.7	104.1	103.5	103.5	116.5
9	Cc1c(C(=O)Nc2nc3ccccc3s2)nnn1-c1ccccc1F	102.0	86.2	65.9	95.6	93.4
10	NS(=O)(=O)c1ccc(NC(=O)Nc2nncs2)cc1	105.3	101.0	106.7	104.4	97.5

item	HCT-116	KM12	SF-539	SNB-75
1	80.7	102.9	101.6	91.6
2	96.7	102.5	97.0	83.4
3	93.9	102.6	101.5	98.9
4	106.3	111.4	103.6	99.8
5	9.4*	12.8	-4.3*	55.5
6	74.9	80.3	85.7	88.3
7	95.5	82.6	82.9	67.7
8	112.8	106.7	108.6	114.1
9	82.5	80.6	101.0	102.0
10	96.9	107.1	98.3	.

In another format: results already given.
| no. | mol | SW-620 | HCC-2998 | HCT-15 | SNB-19 | SF-295 | HCT-116 | KM12 | SF-539 | SNB-75 |
| --- | --- | --- | --- | --- | --- | --- | --- | --- | --- | --- |
| 10 | NS(=O)(=O)c1ccc(NC(=O)Nc2nncs2)cc1 | 105.3 | 101.0 | 106.7 | 104.4 | 97.5 | 96.9 | 107.1 | 98.3 | . |
| 8 | Nc1nc2c(ncn2[C@H]2O[C@@H](CO)[C@H](O)[C@@H]2O)c(=O)[nH]1 | 106.7 | 104.1 | 103.5 | 103.5 | 116.5 | 112.8 | 106.7 | 108.6 | 114.1 |

(further entries)
item	compound	SW-620	HCC-2998	HCT-15	SNB-19	SF-295
11	NC(=O)CC1C=C(Br)C(=O)C(Br)=C1	98.0	153.3	117.3	.	93.0
12	O=C(N/N=C/c1ccc(N2CCCC2)cc1)c1cnc2n(c1=O)CCCCC2	105.0	109.3	101.7	98.1	97.6
13	CCCCCCCCCCCC(=O)NCC(=O)O	104.2	113.2	99.8	96.2	89.0
14	COc1cc(-c2nc3occn3c2-c2ccnc(NCCCNS(=O)(=O)c3ccc(F)cc3)n2)ccc1F	111.6	116.8	111.0	106.7	95.0
15	CN(C)c1ccc(/C=C2\S/C(=N/c3nnc(-c4ccc(O)cc4)s3)NC2=O)cc1	59.5	70.0	30.6	48.2	30.7
16	CCOC(=O)CC[C@H](NC(=O)c1ccc(NC(=O)Cn2c(C)nc3c(c(SC)nn3-c3ccc(Br)cc3)c2=O)cc1)C(=O)OCC	.	106.2	97.5	50.9	88.4
17	CN(C)CCCNc1nc(-c2cccc(C(Cl)(Cl)Cl)c2)nc(C(Cl)(Cl)Cl)n1	98.8	106.5	107.7	102.3	94.1
18	COc1c(O[C@H]2O[C@@H](CO)[C@@H](O)C(O)C2O)cc2oc3cc(O[C@H]4O[C@@H](CO)[C@@H](O)C(O)C4O)c(CC=C(C)C)c(O)c3c(=O)c2c1CC=C(C)C (stereo not given in full)	102.2	108.8	107.0	107.5	108.2
19	COc1cc(NC(=O)Cn2c(-c3cncs3)nc3ccccc32)cc(OC)c1OC	103.2	115.3	97.6	96.3	97.5
20	c1ccc(CCn2cncc2-c2c[nH]c3ccccc23)cc1	87.4	92.4	93.5	92.4	76.1

item	HCT-116	KM12	SF-539	SNB-75
11	101.5	101.8	100.1	117.9
12	103.2	112.7	101.8	96.6
13	90.2	106.0	99.6	82.6
14	101.7	108.8	99.8	79.4
15	31.0	31.8	52.4	87.1
16	64.8	104.8	40.2	121.5
17	92.9	111.3	110.3	83.1
18	102.9	113.1	104.9	104.6
19	107.9	.	95.1	64.3
20	88.0	98.4	90.2	36.3

More records:
item	compound	SW-620	HCC-2998	HCT-15	SNB-19	SF-295
21	OCCC1=CCCCC1	109.2	102.7	102.1	97.1	121.9
22	CCN(CC)CCCC(C)Nc1ccnc2cc(Br)ccc12 (stereo not given)	94.5	109.6	98.8	103.9	105.4
23	C=CCOP(=O)(OCC=C)c1ccccc1	105.1	100.8	108.4	133.4	.
24	COc1cc2oc(-c3cccc(NC(=O)c4ccc(F)cc4)c3)cc(=O)c2c(OC)c1OC	82.3	85.9	50.2	89.9	58.1
25	COc1ccc(/C(=C\c2cc(OC)c(OC)c(OC)c2)C(=O)N2CCNCC2)cc1	97.6	104.1	104.0	99.7	104.3
26	COc1ccc(-c2nc(N)n(C(=S)Nc3ccccc3)n2)cc1	99.0	107.2	102.4	99.5	91.2
27	C=CCSC(SCC=C)c1ccc(Cl)cc1	98.8	99.2	101.9	101.8	114.5
28	C/C(=N/O)c1ccc(NC(=O)CSc2nnc(-c3ccc(-c4nc5ccc(C)cc5[nH]4)cc3)o2)cc1	106.9	112.6	105.6	104.0	101.1
29	O=C1CCC(=O)N1C(=O)c1ccc(Cl)cc1	103.0	98.0	100.7	100.6	103.1
30	CC1=CC[C@@H]2CC[C@]3(C)[C@H](CC[C@@H]4[C@@]5(C)CCCNC(C)(C)[C@@H]5CC[C@]43C)[C@H]2[C@@H]1C	-66.3*	-51.5*	-57.8*	18.1	-35.2*

item	HCT-116	KM12	SF-539	SNB-75
21	101.2	106.8	102.2	90.8
22	74.0	104.0	75.7	74.3
23	106.9	118.4	115.1	101.2
24	45.8	56.6	74.1	74.7
25	94.5	94.2	102.3	83.0
26	98.3	95.5	97.1	70.0
27	91.2	114.4	113.9	110.9
28	108.5	107.3	93.1	111.4
29	95.0	98.2	103.1	97.0
30	-32.1*	-53.0*	77.5	76.5

Following part:
item	compound	SW-620	HCC-2998	HCT-15	SNB-19	SF-295
31	CNc1ccc([N+](=O)[O-])cn1	109.2	102.7	106.1	108.0	106.8
32	CN(C)CCCCC(C(=O)CBr)(c1ccccc1)c1ccccc1	-49.7*	71.7	-33.9*	82.6	43.7
33	O=[N+]([O-])c1ccc(/C(=C/c2ccccc2)[n+]2ccccc2)cc1	102.5	125.7	103.6	102.6	102.3
34	S=C1Nc2c(sc3ccc(Cl)cc23)C(c2ccc3ccccc3c2)N1 (stereo not given)	96.1	116.7	97.4	92.3	96.9
35	C=CCN(CC=C)C(=O)C(C)O (stereo not given)	102.5	109.8	99.4	.	99.8
36	CC[C@@H](CC[C@@H](C)[C@H]1CC[C@H]2[C@@H]3CC=C4CC(O)CC[C@]4(C)[C@H]3CC[C@]12C)C(C)C (stereo not given in full)	106.9	108.0	94.3	.	97.8
37	COc1ccc(-c2csc(N(C(=O)N3CCN(c4cc5c(cc4F)c(=O)c(C(=O)O)cn5C4CC4)CC3)c3ccccc3)n2)cc1	17.4	24.1	9.7*	20.8	3.7*
38	COc1ccc(C(=O)C(c2c[nH]c3ccccc23)c2c[nH]c3ccccc23)cc1	79.6	94.4	58.9	89.8	82.3
39	Cc1cc2nc3c(=O)[nH]c(=O)nc-3n(CC(O)C(O)C(O)CO)c2cc1C (stereo not given)	103.7&101.0&116.7	122.1&91.9&101.0	103.5&96.2&103.9	107.3&103.1&108.2	125.7&92.5&99.6
40	COC(=O)c1c(-c2ccc(OC)cc2)c(-c2ccc(OC)cc2)[nH]c(=O)c1C#N	92.5	88.4	84.4	.	83.6

item	HCT-116	KM12	SF-539	SNB-75
31	102.1	112.9	89.6	78.9
32	-60.1*	68.8	20.2	46.0
33	106.5	125.4	107.3	98.7
34	90.1	106.6	93.5	74.1
35	99.0	107.4	100.7	94.4
36	99.4	97.7	82.1	94.5
37	6.3*	6.0*	9.1*	22.5
38	74.5	65.9	97.2	33.4
39	93.6&104.7&97.9	102.6&100.2&107.4	100.3&98.8&106.7	82.1&99.0&92.2
40	79.0	88.3	95.0	90.9

Arranged by heavy-atom count (high to low): part of the list above.
item	compound	SW-620	HCC-2998	HCT-15	SNB-19	SF-295
36	CC[C@@H](CC[C@@H](C)[C@H]1CC[C@H]2[C@@H]3CC=C4CC(O)CC[C@]4(C)[C@H]3CC[C@]12C)C(C)C (stereo not given in full)	106.9	108.0	94.3	.	97.8
32	CN(C)CCCCC(C(=O)CBr)(c1ccccc1)c1ccccc1	-49.7*	71.7	-33.9*	82.6	43.7
35	C=CCN(CC=C)C(=O)C(C)O (stereo not given)	102.5	109.8	99.4	.	99.8

item	HCT-116	KM12	SF-539	SNB-75
36	99.4	97.7	82.1	94.5
32	-60.1*	68.8	20.2	46.0
35	99.0	107.4	100.7	94.4

Additional entries.
item	compound	SW-620	HCC-2998	HCT-15	SNB-19	SF-295
41	CCCCOC(=O)/C=C\C(=O)NC(N)=O	57.1	107.8	90.8	91.4	103.0
42	O=C(OCC(Cl)(Cl)Cl)c1cc([N+](=O)[O-])cc([N+](=O)[O-])c1	107.1	109.5	104.8	97.8	97.4
43	CCCc1nc2ccccc2[nH]1	101.8	105.6	107.8	100.7	101.3
44	O=C(Cn1cc(CN2C(=O)c3ccccc3S2(=O)=O)nn1)Nc1ccccc1	99.9	104.3	105.5	98.0	100.4
45	COc1cc(CN(CCC(=O)c2ccc(Cl)cc2)Cc2ccccc2)cc(OC)c1OC	105.8	110.2	100.5	102.1	94.7
46	Cc1nc(OCc2ccccc2)c(C#N)c2c1CCCC2	82.8	93.2	76.1	83.8	82.4
47	O=C(COc1cccc2[nH]ccc12)Nc1ccc2c(c1)OCO2	102.1	105.5	94.9	102.9	100.3
48	O=C(N/N=C\c1ccc(Cl)cc1)C(=O)N/N=C\c1ccc(Cl)cc1	113.4	109.9	101.3	96.0	96.8
49	CCCCCn1sc(=O)n(Cc2ccc(COC(=O)C(C)c3ccc(CC(C)C)cc3)cc2)c1=O (stereo not given)	104.7	108.7	98.2	100.3	99.7
50	CCC1(CC)COC(c2ccc(Cl)cc2)OC1	103.6	105.8	98.6	104.7	94.3

item	HCT-116	KM12	SF-539	SNB-75
41	80.1	106.2	95.7	95.9
42	86.7	103.5	101.0	85.4
43	105.4	116.7	108.3	86.8
44	103.1	98.7	103.9	91.5
45	109.2	106.1	113.3	101.0
46	67.5	76.6	83.3	80.6
47	90.6	95.2	97.3	95.2
48	105.6	105.5	99.5	88.3
49	102.2	107.6	100.7	94.8
50	86.6	97.4	96.7	89.3

(listing goes on)
item	compound	SW-620	HCC-2998	HCT-15	SNB-19	SF-295
51	Nc1ccc2nc(N)sc2c1	112.6	.	105.8	105.9	108.5
52	O=c1[nH]nc(-c2cc(Br)ccc2Cl)c(=O)[nH]1	106.9	118.1	101.2	107.5	105.1
53	COc1cc(/C=C/C(=O)c2cc(-c3ccccc3)ccc2O)cc(OC)c1OC	81.9	97.0	70.0	93.3	74.6
54	CCOC(=O)c1cc2c(n1Cc1ccc(OC)cc1)-c1oncc1CCC2	96.6	102.2	89.1	94.3	97.8
55	O=C(COc1ccc(-c2cc3ccccc3[nH]2)cc1)N1CCCC1	108.2	100.3	119.0	111.5	104.0
56	CNC1C(OC2C(OC3C(O)C(O)C(N=C(N)N)C(O)C3N=C(N)N)OC(C)C2(O)CO)OC(CO)C(O)C1O (stereo not given)	85.1	115.4	101.6	105.2	100.0
57	OCC[C@@H]1C[C@H]1c1ccc2ccccc2c1	100.8	90.2	92.3	95.7	97.0
58	CCCC/C(=C\c1ccccc1)C(=O)O	110.2	94.5	106.8	107.4	101.4

item	HCT-116	KM12	SF-539	SNB-75
51	106.5	117.1	117.9	92.4
52	102.0	98.3	93.3	82.7
53	61.3	78.6	80.2	93.1
54	105.6	123.1	100.3	82.8
55	100.9	94.0	116.8	91.9
56	100.9	111.9	98.0	74.6
57	94.1	97.9	101.3	95.2
58	100.6	103.5	104.3	97.8
